# Mtb UGM inh – inhibitors of M. tuberculosis UDP-galactopyranose mutase; P9WIQ1; inhibition, % at 10 µM; actives 0.06% (n = 320,000); purified UGM, fluorescence polarization probe displacement; in the data active = inhibition above about 10%, passing the limit was not always enough; inconclusive = no clear call, values can overlap the other calls
# BioA inh – inhibitors of Mycobacterium tuberculosis BioA enzyme; purified M. tuberculosis BioA enzyme, plate reader; actives 0.096% (n = 360,000); inhibition, % at 9.99 µM; AID 602481; in the data active = inhibition above about 40%; inconclusive = no clear call, values can overlap the other calls
# FBA Mtb inh – inhibitors of M. tuberculosis fructose-bisphosphate aldolase; P9WQA3; inhibition, % at 1 µM; purified M. tuberculosis FBA, fluorescence read-out; actives 2.3% (n = 360,000); AID 588726; in the data active = inhibition above about 27%;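 note: 0% = vehicle and 100% = reference inhibitor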
# Target sequence (P9WQA3 whole entry, looked up): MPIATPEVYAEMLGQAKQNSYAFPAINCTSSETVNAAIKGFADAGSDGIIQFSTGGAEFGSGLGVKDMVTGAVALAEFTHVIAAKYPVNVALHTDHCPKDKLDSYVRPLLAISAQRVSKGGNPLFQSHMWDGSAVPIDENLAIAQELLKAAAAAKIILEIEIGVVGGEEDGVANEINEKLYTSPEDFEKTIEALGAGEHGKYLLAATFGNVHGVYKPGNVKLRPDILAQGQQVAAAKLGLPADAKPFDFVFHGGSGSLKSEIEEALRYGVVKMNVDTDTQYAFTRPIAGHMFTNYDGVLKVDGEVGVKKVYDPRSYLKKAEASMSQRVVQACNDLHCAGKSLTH
# CCHF vOTU inh – blocks the CCHF virus ovarian tumor domain protease; actives 0.55% (n = 370,000); inhibition, % at 11.5 µM; CCHFV vOTU protease, Pep-AMC fluorescence; note: 0% = vehicle wells with enzyme and 100% = no enzyme wells
# BoNT F protease – blocks Botulinum neurotoxin F light chain protease. Multiplex microsphere protease cleavage assay, flow cytometry. inhibition, % at 10 µM. actives 0.22% (n = 360,000). AID 588497; in the data active = inhibition above about 35%, passing the limit was not always enough; inconclusive = no clear call, values can overlap the other calls; note: plate controls were buffer without enzyme for full effect and enzyme alone for no effect
# GDH-TPI inh – GDH-TPI coupled enzyme inhibition counter-screen; GDH-TPI coupled enzyme counterscreen, NADH absorbance; inhibition, % at 4.8 µM; actives 1.2% (n = 360,000); AID 588335;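 note: 0% = DMSO wells and 100% = wells lacking the enzyme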
# FadD28 binding – M. tuberculosis FadD28 bisubstrate binding inhibition | inhibition, % at 12.5 µM | actives 0.22% (n = 360,000) | FadD28 bisubstrate probe binding, fluorescence polarization | AID 588549; in the data active = inhibition above about 8.5%, passing the limit was not always enough; inconclusive = no clear call, values can overlap the other calls
# PrPC TRFRET – inhibitors of human cell surface prion protein PrPC; inhibition, % at 13.8 µM; TR-FRET read-out; P04156; actives 0.43% (n = 370,000); in the data active = inhibition above about 24%; note: 0% = median of the test wells and 100% = reference compound wells
# BoNT-A LC inh2 – inhibitors of Botulinum neurotoxin A light chain protease; actives 0.17% (n = 360,000); multiplex microsphere protease substrate cleavage, flow cytometry; inhibition, % at 10 µM; AID 588499; in the data active = inhibition above about 30%; inconclusive = no clear call, values can overlap the other calls; note: plate controls were buffer without enzyme for full effect and enzyme alone for no effect
# * marks the source's active call; other numbers are inactive results; ? = inconclusive; . = not tested or not shown. Cut-off read from the data, not from the text of the source, unless noted: active = inhibition above about 30%; inactive = the rest. Random draw from the library; any-hit rate near 4.8%.
(1) COCc1cc(=O)n2[nH]c(-c3ccsc3-n3c(C)ccc3C)cc2n1
(2) C1=CC2CC1CC2CN1CCN(c2ccccc2)CC1 (configuration not stated)
(3) Cc1cc(C(=O)CSc2nncn2C)c(C)n1-c1ccccc1
(4) O=S(=O)(NCc1ccccc1)c1ccc(Cl)cc1
(5) Fc1ccc(Oc2ccc3nnc(C(F)(F)F)n3n2)cc1
(6) Cc1c(C(=O)NCc2ccc3c(c2)OCO3)oc2ccc(S(=O)(=O)N3CCCCC3)cc12
(7) Cc1ccnc(NC(=O)c2ccc(S(=O)(=O)N3CCC(C)CC3)cc2)c1
(8) CCCN(C(=O)CSCc1c(C)noc1C)c1c(N)n(Cc2ccccc2)c(=O)[nH]c1=O
(9) Cc1ccc(S(=O)(=O)N(CC(=O)N/N=C/c2cccc(Cl)c2)c2cccc3cccnc23)cc1
(10) CCOc1ccc(C(=O)NCC(=O)N2CCC(C)CC2)cc1OCC
Compound | 1 | 2 | 3 | 4 | 5 | 6 | 7 | 8 | 9 | 10
Mtb UGM inh | -1.3 | 4.5 | -1.9 | 0.3 | -1.4 | 1.3 | 0.3 | 2.3 | -1.2 | 0.1
BioA inh | -0.6 | . | . | . | -1.1 | . | . | 1.7 | -1.6 | -0.2
FBA Mtb inh | 2.5 | 2.0 | -2.2 | -4.7 | 2.0 | 2.1 | 1.3 | 0.9 | 2.4 | -1.3
CCHF vOTU inh | 7.8 | . | -3.6 | -15.3 | -11.1 | -16.0 | 2.2 | -2.6 | -5.7 | 10.3
BoNT F protease | ? | -0.5 | -4.2 | 13.0 | 1.3 | -11.8 | -2.6 | -2.7 | 26.9 | -3.1
GDH-TPI inh | -3.5 | -13.2 | 2.6 | 5.5 | 3.7 | -10.7 | 10.0 | -6.7 | 3.1 | -0.6
FadD28 binding | 1.0 | -4.6 | -2.9 | -4.9 | 0.5 | -1.1 | -2.5 | -0.4 | -1.8 | -3.1
PrPC TRFRET | -3.1 | . | 3.4 | -3.8 | 5.4 | 8.2 | -4.1 | 0.6 | -0.4 | -6.0
BoNT-A LC inh2 | 3.2 | 0.0 | -1.1 | 0.0 | -0.2 | -0.7 | -0.7 | 0.5 | 1.5 | -0.1

# Taken from above.
# CCHF vOTU inh, cpd 3 : -3.6
# Mtb UGM inh, cpd 4 : 0.3
# CCHF vOTU inh, cpd 1 : 7.8

# 2 entries drawn at random from the list so far, as already listed:
(4) O=S(=O)(NCc1ccccc1)c1ccc(Cl)cc1
(7) Cc1ccnc(NC(=O)c2ccc(S(=O)(=O)N3CCC(C)CC3)cc2)c1
Compound | 4 | 7
Mtb UGM inh | 0.3 | 0.3
BioA inh | . | .
FBA Mtb inh | -4.7 | 1.3
CCHF vOTU inh | -15.3 | 2.2
BoNT F protease | 13.0 | -2.6
GDH-TPI inh | 5.5 | 10.0
FadD28 binding | -4.9 | -2.5
PrPC TRFRET | -3.8 | -4.1
BoNT-A LC inh2 | 0.0 | -0.7

# Laid out differently: two of the compounds above.
nr	Molecule	Mtb UGM inh	BioA inh	FBA Mtb inh	CCHF vOTU inh	BoNT F protease	GDH-TPI inh	FadD28 binding	PrPC TRFRET	BoNT-A LC inh2
3	Cc1cc(C(=O)CSc2nncn2C)c(C)n1-c1ccccc1	-1.9	.	-2.2	-3.6	-4.2	2.6	-2.9	3.4	-1.1
7	Cc1ccnc(NC(=O)c2ccc(S(=O)(=O)N3CCC(C)CC3)cc2)c1	0.3	.	1.3	2.2	-2.6	10.0	-2.5	-4.1	-0.7

# The main list resumes with the 4 entries that preceded the break.
(7) Cc1ccnc(NC(=O)c2ccc(S(=O)(=O)N3CCC(C)CC3)cc2)c1
(8) CCCN(C(=O)CSCc1c(C)noc1C)c1c(N)n(Cc2ccccc2)c(=O)[nH]c1=O
(9) Cc1ccc(S(=O)(=O)N(CC(=O)N/N=C/c2cccc(Cl)c2)c2cccc3cccnc23)cc1
(10) CCOc1ccc(C(=O)NCC(=O)N2CCC(C)CC2)cc1OCC
(11) O=C(Nc1ccc2c(c1)OCO2)c1c(F)c(F)c(F)c(F)c1F
(12) Cc1ccccc1Cn1ccc(NC(=O)c2nn3cccnc3c2Cl)n1
(13) CCN1CCN(S(=O)(=O)c2ccc(Cl)c(C(=O)NCCOc3ccc(C)cc3)c2)CC1
(14) COCCn1c(SCC(=O)c2ccc(Cl)cc2)nnc1C(C)C
(15) CC(C)Oc1ccc(N2CC(C(=O)NC3=NCCS3)CC2=O)cc1 (configuration not stated)
Compound | 7 | 8 | 9 | 10 | 11 | 12 | 13 | 14 | 15
Mtb UGM inh | 0.3 | 2.3 | -1.2 | 0.1 | 2.8 | -1.9 | . | 2.9 | 1.3
BioA inh | . | 1.7 | -1.6 | -0.2 | -1.0 | . | -0.7 | -1.6 | .
FBA Mtb inh | 1.3 | 0.9 | 2.4 | -1.3 | 0.8 | 3.4 | 4.8 | 1.3 | 0.0
CCHF vOTU inh | 2.2 | -2.6 | -5.7 | 10.3 | -1.4 | 8.1 | -5.2 | 14.6 | 4.5
BoNT F protease | -2.6 | -2.7 | 26.9 | -3.1 | 14.8 | -3.8 | . | 12.2 | 1.4
GDH-TPI inh | 10.0 | -6.7 | 3.1 | -0.6 | 8.6 | -12.9 | 3.9 | 6.6 | -2.7
FadD28 binding | -2.5 | -0.4 | -1.8 | -3.1 | -3.5 | -8.0 | -2.0 | 0.0 | -1.0
PrPC TRFRET | -4.1 | 0.6 | -0.4 | -6.0 | 3.7 | -3.7 | -2.8 | -2.1 | -3.3
BoNT-A LC inh2 | -0.7 | 0.5 | 1.5 | -0.1 | 9.7 | -0.2 | . | 0.4 | -0.9
